Compound activity as filed in PubChem BioAssay.
SENP8 block: SENP8 protease inhibitors, primary screen, biochemical, luminescence; Sentrin-specific protease 8 (Homo sapiens), Q96LD8; purified SENP8, Z-RLRGG-aminoluciferin cleavage; inhibition, % at 10 µM; 330,000 tested, 1.2% active; AID 2540, 2010
Target sequence (Q96LD8 whole entry, looked up): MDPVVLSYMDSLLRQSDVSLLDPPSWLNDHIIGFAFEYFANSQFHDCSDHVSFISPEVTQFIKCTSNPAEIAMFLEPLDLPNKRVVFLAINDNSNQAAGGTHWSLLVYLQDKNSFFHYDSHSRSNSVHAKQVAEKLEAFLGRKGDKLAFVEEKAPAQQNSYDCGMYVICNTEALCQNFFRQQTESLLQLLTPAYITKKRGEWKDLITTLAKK
Jurkat NFkB inh: inhibitors of induced NF-kB luciferase reporter, primary screen, TCR NF-kB activation inhibitor project, cell-based, luminescence, uHTS. Jurkat, PMA/ionomycin-induced NF-kB luciferase reporter. inhibition, % at 4 µM. 330,000 tested, 0.53% active
Gli-Sufu antag: Gli-Sufu pathway antagonists, primary screen, luciferase luminescence, Sufu-KO-LIGHT cells, uHTS | Sufu-KO-LIGHT fibroblasts, Gli luciferase reporter luminescence | inhibition, % at 5 µM | 340,000 tested, 0.74% active | AID 588413, 2011;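 active = inhibition above about 55%, limit read from the data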;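 also: 0% = DMSO-treated cells and 100% = wells with medium but no cells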
Apaf1 inhib: inhibitors of human Apaf-1 apoptosome, primary screen, biochemical, DEVD-Rh110 fluorescence, uHTS | Apoptotic protease-activating factor 1 (Homo sapiens), O14727 | 330,000 tested, 0.71% active | reconstituted apoptosome caspase-3 activity | inhibition, % at 20 µM; active = inhibition of at least 40% at 20 µM;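 also: plate controls were DMSO wells for no effect and DEVD-CHO caspase inhibitor wells for full effect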
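detection = Rh110 fluorescence intensity | test system = biochemical Apaf-1 apoptosome reconstitution | also added = cytochrome c and DEVD-Rh110 substrate | schedule = 30 min plus 50 min, RT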
CCR6 antagonist: CCR6 receptor antagonists, primary screen, cell-based, CHO-K1, luminescence, beta-arrestin, uHTS. 340,000 tested, 0.49% active. C-C chemokine receptor type 6 (Homo sapiens), P51684. inhibition, % at 20 µM. CHO-K1 CCR6 PathHunter beta-arrestin, CCL20-stimulated;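 active = compounds whose inhibition of the agonist-driven luminescence signal at 20 µM reaches about 50%, limit read from the data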;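 also: cells stimulated with CCL20 at 14 nM final; plate controls were DMSO with CCL20 for no effect and DMSO without agonist for full effect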
Target sequence (P51684 whole entry, looked up): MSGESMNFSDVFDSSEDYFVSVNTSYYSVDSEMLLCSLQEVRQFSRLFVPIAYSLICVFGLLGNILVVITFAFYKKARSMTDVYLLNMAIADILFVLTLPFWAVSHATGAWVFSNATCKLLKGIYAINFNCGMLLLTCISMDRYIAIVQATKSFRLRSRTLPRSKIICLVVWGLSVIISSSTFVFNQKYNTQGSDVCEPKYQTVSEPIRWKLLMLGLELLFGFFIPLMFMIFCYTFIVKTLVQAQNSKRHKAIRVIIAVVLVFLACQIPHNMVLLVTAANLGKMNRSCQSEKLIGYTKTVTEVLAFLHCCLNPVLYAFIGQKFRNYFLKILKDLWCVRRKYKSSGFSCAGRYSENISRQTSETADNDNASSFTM
697 NFkB inh: inhibitors of PMA/ionomycin-induced NF-kB reporter, 697 cells, primary screen, B-cell NF-kB inhibitor project, cell-based, luminescence, uHTS | 697 B-cell NF-kB luciferase reporter, 16 h | inhibition, % at 4 µM | 330,000 tested, 0.33% active; in the data active = inhibition above about 35%
UBC13 polyUb: UBC13 polyubiquitin chain formation inhibitors, primary screen, biochemical, TR-FRET, uHTS; inhibition, % at 20 µM; 330,000 tested, 0.47% active; AID 485273, 2010; in the data active = inhibition above about 45%, passing the limit was not always enough
EBI2 block: EBI2 receptor antagonists, beta-arrestin recruitment, primary screen, cell-based, luminescence, 7a,25-OHC stimulation, uHTS; inhibition, % at 5 µM; AID 651636, 2012; 7a,25-OHC stimulated; 360,000 tested, 0.81% active; G-protein coupled receptor 183 (Homo sapiens), P32249; in the data active = inhibition above about 38%;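 also: enzyme fragment complementation signal reports receptor beta-arrestin coupling in cells; 0% = agonist plus DMSO wells and 100% = wells without agonist; some results beyond the cut were filed as inactive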
Target sequence (P32249 whole entry, looked up, the tested form may be a part): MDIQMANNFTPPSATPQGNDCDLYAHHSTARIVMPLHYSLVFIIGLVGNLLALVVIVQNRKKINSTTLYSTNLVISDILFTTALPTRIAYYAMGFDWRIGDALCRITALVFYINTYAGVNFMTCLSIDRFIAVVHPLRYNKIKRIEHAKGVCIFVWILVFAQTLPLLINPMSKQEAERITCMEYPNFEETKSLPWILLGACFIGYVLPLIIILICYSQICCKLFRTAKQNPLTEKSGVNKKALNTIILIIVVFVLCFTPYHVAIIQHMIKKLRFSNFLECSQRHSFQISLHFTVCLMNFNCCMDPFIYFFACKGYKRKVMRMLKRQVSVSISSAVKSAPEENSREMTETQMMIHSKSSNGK
* marks the source's active call; other numbers are inactive results; x = no result given; & = joins results of further samples. Rule as the data show it, unless noted: active = inhibition above about 50%; inactive = the rest. An excerpt; rates above refer to the full screens.

#	Molecule	SENP8 block	697 NFkB inh	UBC13 polyUb	EBI2 block	Apaf1 inhib	Gli-Sufu antag	Jurkat NFkB inh	CCR6 antagonist
1	COc1ccc([C@@H]2CC=C(C(=O)O)[C@H](c3ccccc3)N2S(=O)(=O)c2ccccc2C)cc1	-5.4	22.2	-19.8	-4.2	4.6	-6.0	-5.9	18.8
2	CCOC(=O)c1cnc2ccc(C)cc2c1Sc1ccccc1	-20.0	-22.0	0.9	-1.2	12.2	-17.8	-45.3	30.1
3	Cc1ccc(S(=O)(=O)N2CCCCC2)cc1NC(=O)Nc1ccc(Cl)cc1Cl	2.2	17.9	0.8	15.9	17.2	16.4	-3.7	-5.6
4	Cc1onc(-c2ccccc2)c1C(=O)Nc1ccccc1N1CCOCC1	-1.8	-35.2	-15.0	0.7	6.9	8.5	-20.9	4.6
5	O=C(O)CCCN1C(=O)C(=O)/C(=C(/O)c2ccccc2)C1/C=C/c1ccccc1 (centres undefined)	1.7	-5.7	-0.8	-6.5	8.4	-2.0	-11.7	2.2
6	Cc1ccccc1-c1ccccc1N	-9.1	-0.3	-3.0	-5.1	5.4	-1.4	-5.4	-5.3
7	COc1ccc(OC)c(/C=C/c2ccc3cccc(O)c3n2)c1	-16.0	-24.1	-14.8	23.4	22.3	x	9.4	x
8	Cc1ccc(-c2nn(-c3ccccc3)cc2/C=N/NS(=O)(=O)c2ccccc2)cc1	-7.5	-41.6	-11.0	0.9	19.7	-37.6	-25.9	-7.4
9	O=C(NCc1ccccc1)C1(C(F)(F)F)C/C(=C\CCO)CCCO1 (centres undefined)	-0.2	14.1	0.9	-16.5	-3.1	-7.7	-5.8	3.4
10	CCCn1c(N)c(C(=O)COc2ccc(Br)cc2F)c(=O)n(C)c1=O	-1.0	-7.3	-6.7	1.0	-1.7	17.8	-2.1	6.0
11	Cc1ccc2c(CN(C)Cc3ccc(Cl)cc3Cl)cc(=O)oc2c1	-7.1	-11.8	-4.7	28.1	20.9	-12.4	-1.6	30.2
12	Cc1ccc(NC(=O)CSCC(=O)Nc2ccc(S(=O)(=O)N3CCCC3)cc2)cc1	-2.7	2.6	-0.1	-9.0	5.6	0.7	11.0	-0.4
13	COc1ccccc1NC(=O)CC(c1ccc(OC(C)C)cc1)c1ccccc1OC (centres undefined)	-7.9	10.6	-6.1	18.9	20.0	-4.2	0.6	-2.2
14	Cc1ccc(C(=O)N/C(=C\c2cccs2)C(=O)NCCc2c[nH]c3ccccc23)cc1	3.1	-14.2	-0.9	9.0	1.8	-3.6	6.8	8.2
15	COc1ccc(C(=O)/C=C/N(C)C)cc1OC	1.1	-32.1	-16.9	-10.9	-106.8	1.3	-7.9	17.6
16	Cc1ccccc1OCC(=O)NNC(=O)c1ccc(-c2ccccc2)cc1	4.7	2.7	1.1	32.4	-25.7	15.8	11.9	14.7
17	CN(CC(=O)NCCCN1CCOCC1)S(=O)(=O)c1ccc(Cl)cc1	1.6	14.2	0.2	3.2	-3.6	-1.0	3.1	5.6
18	N#Cc1ccsc1NC(=O)c1cccc(-n2cnnn2)c1	-15.4	-5.7	-6.8	-9.3	1.9	-17.2	-14.4	23.4
19	CC(=O)Nc1cccc(C(=O)OCC(=O)NCc2cc(C)c(O)c(C)c2)c1	-3.0	-13.4	2.6	2.5	4.6	-11.3	-28.5	-0.3
20	CC(=O)N1CCCc2cc(S(=O)(=O)N3CCCC(C(=O)Nc4ccc(C)cc4C)C3)ccc21 (centres undefined)	-9.7	1.6	6.9	-0.9	-11.7	-1.6	9.5	7.9
21	O=S(=O)(NC1CCCCC1N1CCC(O)CC1)c1ccc(Cl)cc1 (centres undefined)	-0.1	1.4	11.4	3.2	-2.3	8.2	-1.4	6.6
22	CCS(=O)(=O)c1nc(S(=O)(=O)c2ccc(C)cc2)c(N2CCC3(CC2)OCCO3)s1	-2.6	0.5	-6.7	-9.1	9.2	-4.4	4.6	3.9
23	O=C(CO/N=C/c1ccccc1OC(F)F)N1CCc2ccccc21	7.1	10.6	-1.6	-1.4	-10.5	-16.0	-13.2	8.4
24	COc1cc(NC(=O)C2CCC(CNc3c(N4CCCCC4)c(=O)c3=O)CC2)cc(OC)c1 (centres undefined)	-7.2	7.0	23.6	-1.4	15.0	8.1	-0.4	0.5
25	CCOc1ccc(NC(=O)CN(C)C(=O)c2c(-c3ccccc3)noc2C)cc1OCC	9.5	-1.5	1.3	-1.0	-12.2	2.6	-4.7	-2.7
26	Cc1c([N+](=O)[O-])c(C(=O)Sc2ccc(Br)cc2)nn1C	-2.3	1.7	3.4	6.5	-8.4	29.0	-9.6	9.9
27	O=C(COC(=O)c1ccc[nH]c1=O)NC1CCCc2ccccc21 (centres undefined)	-1.3	19.2	-2.3	-4.5	-15.7	5.9	-3.3	4.8
28	O=C(O)CC1Sc2ccccc2NC1=O (centres undefined)	4.8	7.1	3.8	-2.9	-17.0	2.0	-2.7	13.7
29	Cc1cc(Sc2nc(NC(C)(C)C)nc(N3CCOCC3)n2)nc(Cl)n1	-2.9	1.0	10.4	4.8	-11.2	9.0	1.7	-1.9
30	Brc1ccc(Oc2nnnn2-c2ccccc2)cc1	-9.7	-20.5	1.5	-4.3	14.9	-15.5	-15.5	21.8
31	Cc1ccc(Nc2nc(NCc3ccco3)c3ccccc3n2)cc1	1.3	-283.1	51.1*	-22.0	34.6	34.1	-51.3	-18.0
32	O=C(NCc1cccnc1)c1cccc(F)c1	-7.8	-20.5	-3.6	2.0	6.1	22.1	-8.9	-8.2
33	CCOC(=O)Cc1csc(NC(=O)c2ccoc2C)n1	74.1*	-4.4	0.0	10.2	-12.4	-34.8	-7.6	-0.2
34	Cc1sc(NC(=O)CSc2nnc3scc(-c4ccccc4)n23)c(C#N)c1C	-6.0	11.6	12.5	3.4	-19.2	0.2	8.8	-4.8
35	O=S(=O)(c1ccccc1F)N1CCN(CCOc2ccccc2)CC1	2.8	-29.6	-9.3	-2.0	3.7	0.5	-4.1	16.4
36	CNC(=O)NC(=O)COC(=O)/C=C/c1cccc(Br)c1	2.9	-30.0	-2.9	3.0	-2.4	4.2	5.0	2.7
37	CC1=C(C(=O)Nc2ccccc2)C(c2cccs2)C(C#N)=C(SCC#N)N1 (centres undefined)	4.7	12.5	9.9	10.7	-2.6	1.9	9.3	7.6
38	S=C(Nc1ccccc1Cl)NC1CCN(Cc2ccccc2)CC1	-4.5	-6.5	-0.3	-6.9	-1.4	0.4	12.1	14.3
39	Cc1nnc(NC(=O)NCN2C(=O)C3C4C=CC(C4)C3C2=O)s1 (centres undefined)	9.5	28.8	2.3	-4.5	-7.6	-2.6	13.7	11.2
40	Cc1oc2c(c(C)cc3oc(=O)c(CC(=O)N[C@@H](CCCNC(N)=O)C(=O)O)c(C)c32)c1C	-1.4	-2.8	-1.1	3.4	18.0	9.8	-12.6	5.9
41	O=C(CSc1nnc(Cn2c(=O)sc3ccccc32)n1CCc1ccccc1)N1CCOCC1	-10.1	-2.9	11.3	10.0	-3.7	3.0	3.3	-0.1
42	Cc1cc(C)c(NC(=O)COC(=O)c2ccncc2)c(C)c1	-4.4	7.7	-1.5	-1.5	2.7	-3.8	14.4	8.3
43	CN(Cc1nccs1)C(=O)c1cc(COc2cccc3cnccc23)on1	5.9	-37.0	3.4	1.8	-2.3	58.0*	19.4	-3.7
44	CCn1c(CSc2nc3ccccc3s2)nnc1SCC(=O)NCC(=O)OC	-4.4	1.9	4.5	-4.8	-11.2	0.9	6.3	6.1
45	CCOC(=O)C1CCCN(c2c(Nc3ccc(C)c(C)c3)c(=O)c2=O)C1 (centres undefined)	4.3	2.2	2.0	-11.0	10.2	1.5	22.3	-1.1
46	COC(=O)C(CSCc1ccccc1)NC(=O)CSc1nc(N)cc(=O)[nH]1 (centres undefined)	-6.9	13.1	5.0	-10.9	10.3	-2.5	-4.3	-11.4
47	O=S(=O)(Nc1cccc(-c2cn3c(n2)SCC3)c1)c1cccs1	5.8	-8.9	-4.2	0.1	3.7	-12.6	7.9	3.7
48	CC(=O)Nc1cccc(OCC(=O)Nc2ccc(F)cc2)c1	-6.5	-4.1	1.4	-0.6	-0.5	-38.6	-15.6	1.5
49	CCSc1nnc2c(n1)OC1(CCCC1)Nc1ccccc1-2	-7.4	-8.1	5.1	7.4	7.4	3.3	-14.5	3.1
50	COc1cc(OC)cc(C(=O)NCc2n[nH]c(=S)n2-c2ccccc2OC)c1	0.1	7.9	6.9	-1.0	-19.9	0.8	9.2	-3.3
51	O=C(Nc1nnc(Cc2ccccc2)s1)c1cnccn1	1.2	-13.5	-13.9	7.8	2.0	-19.6	-1.7	8.0
52	CC(=O)c1ccc(OCC(O)CN2CCN(Cc3ccc4c(c3)OCO4)CC2)cc1 (centres undefined)	-3.0	8.4	4.7	-4.8&2.3	7.4	6.2&-4.7	0.3	16.1&2.2
53	CCOC(=O)C(CC(=O)O)=C(c1ccccc1)c1ccccc1	-6.8	2.9	-0.1	-5.3	11.6	2.6	-9.5	16.2
54	COc1ccc(-n2c(SCC(=O)N3CCOCC3)nc(O)cc2=O)cc1	2.9	10.8	6.5	-13.5	-3.3	-8.6	12.9	0.3
55	CC(=O)Nc1ccc(NC(=O)CSc2nnc(C3CC3)n2-c2ccccc2)cc1	3.1	18.1	2.9	1.9	-9.1	x	0.6	24.6
56	Clc1ccccc1CSc1nc2ccncc2[nH]1	-6.7	-81.1	12.9	-0.5	2.1	-49.1	-79.2	7.8
57	Cc1cc([N+](=O)[O-])ccc1NC(=O)/C=C/c1cccs1	-7.2	-38.0	-1.4	10.3	-4.8	-61.7	-38.0	20.8
58	CCCCN1C(=O)c2ccc(C(=O)Nc3ccc(S(=O)(=O)N(C)C)cc3)cc2C1=O	4.3	-37.6	3.8	0.8	6.7	0.1	15.3	23.6
59	CCCCC(=O)Nc1cccc(NC(=S)NC(C)=O)c1	7.6	11.0	0.4	-15.3	-9.4	6.4	13.1	-6.9
60	COc1ccc(Cn2c(-c3ccc(Br)cc3)c[n+]3ccccc23)cc1	5.2	-91.5	8.0	-1.0	8.3	45.2	-42.4	12.0
61	CN(C(=O)C1CCCN(c2ncnc3c2nc2n3CCCCC2)C1)c1cccc(Cl)c1 (centres undefined)	-4.5	0.8	1.2	2.4	15.8	22.1	2.0	17.9
62	CC(C)CCN(C(=O)Cc1ccccc1F)c1c(N)n(Cc2ccccc2)c(=O)[nH]c1=O	3.4	13.9	4.0	4.8	-0.8	1.0	-1.5	14.5
63	NC(=O)CC(NC(=O)Cc1ccc(Br)cc1)c1ccc(N2CCC(Cc3ccccc3)CC2)c([N+](=O)[O-])c1 (centres undefined)	-0.8	6.1	-1.1	7.0	1.5	3.4	18.8	8.7

Sorted by length of the SMILES (low to high): 3 of the compounds above.
#	Molecule	SENP8 block	697 NFkB inh	UBC13 polyUb	EBI2 block	Apaf1 inhib	Gli-Sufu antag	Jurkat NFkB inh	CCR6 antagonist
56	Clc1ccccc1CSc1nc2ccncc2[nH]1	-6.7	-81.1	12.9	-0.5	2.1	-49.1	-79.2	7.8
42	Cc1cc(C)c(NC(=O)COC(=O)c2ccncc2)c(C)c1	-4.4	7.7	-1.5	-1.5	2.7	-3.8	14.4	8.3
52	CC(=O)c1ccc(OCC(O)CN2CCN(Cc3ccc4c(c3)OCO4)CC2)cc1 (centres undefined)	-3.0	8.4	4.7	-4.8&2.3	7.4	6.2&-4.7	0.3	16.1&2.2
